MEKK2wt PB1 HTS: raises or lowers MEK5 binding to wildtype human MEKK2 PB1 domain; binding response (% of control), % at 10 µM; 290,000 tested, 1.1% active; AID 1531; bead flow cytometry, Alexa488-MEK5 binding to MEKK2 WT; actives lie on both sides; in the data active = binding response below about 67% or above about 130%
p-CIP stab down: compounds decreasing mouse p/CIP protein stability | AID 1984 | Q05BA5 | 290,000 tested, 0.01% active | decrease of EGFP signal, % at 10 µM | F442A p/CIP-EGFP cells, EGFP fluorescence, 16 h;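 active = EGFP signal decrease of at least 30% at 10 µM or well 3 SD below plate mean, unless failing retest; inactive = the rest, including hits failing retest or dose response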; note: some compounds called inactive have numbers as strong as hits; many of its hits are not listed in these tables
PfM18AAP inh: PfM18AAP enzyme inhibition; recombinant PfM18AAP, H-Glu-NHMec fluorogenic cleavage; inhibition, % at 7.35 µM; 290,000 tested, 1.2% active; AID 1822;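 active = inhibition above the campaign mean inhibition over all tested compounds plus 3 SD, cut at about 28% in these data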;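 note: 0% = plate median of test compound wells and 100% = 2 mM ZnCl2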
MEKK3 PB1 HTS: raises or lowers MEK5 binding to the human MEKK3 PB1 domain | Q99759 | bead-based flow cytometry, Alexa488-MEK5 binding to MEKK3; actives lie on both sides; 0 = blocked by unlabeled MEK5, 100 = vehicle | binding response (% of control), % at 10 µM | 290,000 tested, 1.4% active | AID 1529;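 active = binding response more than 3 SD above or below the average of its plate-row segment, actives on both sides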;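 note: Alexa488 bead fluorescence after subtracting the streptavidin-only scavenger bead signal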
Target sequence (Q99759 whole entry, looked up, the tested form may be a part): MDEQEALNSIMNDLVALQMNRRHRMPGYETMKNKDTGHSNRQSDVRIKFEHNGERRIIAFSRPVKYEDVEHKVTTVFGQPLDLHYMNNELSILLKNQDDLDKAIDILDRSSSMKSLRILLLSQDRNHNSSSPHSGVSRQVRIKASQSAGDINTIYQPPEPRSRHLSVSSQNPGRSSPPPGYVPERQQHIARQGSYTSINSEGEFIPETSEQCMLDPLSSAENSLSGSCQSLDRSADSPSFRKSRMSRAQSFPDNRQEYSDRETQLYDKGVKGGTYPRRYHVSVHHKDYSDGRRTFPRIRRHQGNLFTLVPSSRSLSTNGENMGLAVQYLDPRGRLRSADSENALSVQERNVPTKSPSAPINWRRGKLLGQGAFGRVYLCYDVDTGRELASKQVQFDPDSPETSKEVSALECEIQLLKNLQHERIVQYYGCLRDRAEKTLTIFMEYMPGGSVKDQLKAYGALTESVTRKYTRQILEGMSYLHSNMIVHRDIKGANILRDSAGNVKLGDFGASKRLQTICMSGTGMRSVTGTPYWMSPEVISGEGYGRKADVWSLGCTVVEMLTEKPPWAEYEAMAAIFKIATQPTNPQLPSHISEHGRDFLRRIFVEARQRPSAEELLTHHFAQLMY
NALP1 yeast inh: blocks the NALP1 inflammasome reconstituted in yeast; S. cerevisiae NALP1/ASC/caspase-1 growth, X-gal OD620, 72 h; AID 2071; 280,000 tested, 0.61% active; inhibition, % at 10 µM; in the data active = inhibition mostly above about 24%, no sharp cut-off; inactive = mostly below about 32%; note: some compounds called inactive have numbers as strong as hits
IDE cell inh: inhibitors of human insulin-degrading enzyme in cells; inhibition, % at 5.59 µM; HEK cells, FAbetaB cleavage, fluorescence polarization; 320,000 tested, 0.41% active;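 active = percent inhibition above the average of all tested compounds plus 3 SD, set per screening campaign, cut at about 16% in these data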;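 note: IDE supplied by intact live HEK cells; FP after avidin binding of uncleaved biotin substrate so inhibition keeps polarization high; 0% = DMSO wells and 100% = 60 µM reference IDE inhibitor Ii1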
UBC9 SUMO inh: SUMOylation inhibition | P63279 | HTRF SUMOylation assay, SAE1/SAE2 + UBC9, in vitro | inhibition, % at 35 µM | 290,000 tested, 0.36% active | AID 2006; in the data active = inhibition above about 50%, passing the limit was not always enough; note: strong numbers were not always called active
Target sequence (P63279 whole entry, looked up): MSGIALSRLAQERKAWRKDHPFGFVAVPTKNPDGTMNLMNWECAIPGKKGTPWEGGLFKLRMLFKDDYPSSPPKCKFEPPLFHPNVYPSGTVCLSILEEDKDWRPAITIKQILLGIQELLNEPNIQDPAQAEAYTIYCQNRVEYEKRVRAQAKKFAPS
IDE act: IDE (human) activation, cell-based; P14735; HEK cells, FAbeta-B cleavage, fluorescence polarization; 0% vehicle, 100% cell-free pure enzyme wells; activation, % at 5.96 µM; 340,000 tested, 0.073% active;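 active = activation above the mean of all tested compounds plus 3 SD, set per screening campaign, cut at about 17% in these data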
MEKK2 mut-MEK5: signal of MEK5 binding to mutant human MEKK2 PB1 domain; bead flow cytometry, Alexa488-MEK5 binding to MEKK2 mutant; percent response, % at 10 µM; 290,000 tested, 0.35% active; AID 1530; in the data active = percent response above about 24%, passing the limit was not always enough; note: inactives centre near 1; some results filed as inactive read as strong as hits; reference of the scale not given here
Numbers without * were called inactive; nt = not tested or not shown. Not all compounds are listed (hit frequency here may not be typical).

#1 Clc1ccc(C2[C@H]3CN(CC4CCCCC4)[C@H](c4ccccc4)C34CC2(c2ccccc2)C4)cn1 (stereo not given in full)
#2 CCC(C)n1c(/C=C/c2ccccc2)nc2ccccc21 (stereo not given)
#3 CC(C)N1CCN(c2ccncc2S(=O)(=O)N2CCOCC2)CC1
#4 CC1=CN2C(=NC(=O)CC2(C)C(=O)N(CC(=O)NC2CCCC2)Cc2ccc(Cl)cc2)C=C1 (stereo not given)
#5 Cc1ccc2oc(=O)c3cc(C(=O)NCCCN4CCc5ccccc5C4)sc3c2c1
#6 COc1ccc(N2CC(O)(c3ccc(C)cc3)[N+]3=C2CCCC3)cc1 (stereo not given)
#7 CCCCCC(=O)OC(CN1CCCCCC1)CN1CCCC1=O (stereo not given)
#8 CC(C/C=N/NC(=O)COc1cc(Cl)ccc1Cl)c1ccccc1 (stereo not given)
#9 CCCN1C2CCCC1CC(NC(=O)Nc1ccc(C(C)C)cc1)C2 (stereo not given)
#10 Cc1ncc(C(=O)O)c(C(=O)O)c1N
Compound | 1 | 2 | 3 | 4 | 5 | 6 | 7 | 8 | 9 | 10
MEKK2wt PB1 HTS | 110 | 105 | 102 | 97 | 99 | 104 | 82 | 112 | 102 | 91
p-CIP stab down | 4 | 9 | 0 | 3 | 2 | -8 | 8 | -13 | 1 | -1
PfM18AAP inh | nt | -6 | -1 | -5 | 4 | -1 | 6 | 3 | -7 | 10
MEKK3 PB1 HTS | 105 | 100 | 104 | 100 | 77 | 102 | 72 | 109 | 99 | 88
NALP1 yeast inh | nt | 20 | 13 | 8 | 37 | -6 | 17 | 19 | 5 | 24
IDE cell inh | -1 | 0 | -1 | -2 | 2 | -2 | 4 | 2 | -2 | -2
UBC9 SUMO inh | -19 | 2 | 6 | 25 | 6 | 9 | -11 | 13 | -3 | 13
IDE act | -3 | -1 | 0 | 0 | -5 | 0 | 3 | -6 | 4 | 2
MEKK2 mut-MEK5 | 4 | 3 | 3 | 0 | -5 | 3 | -13 | 12 | 0 | -17

#11 CCOC(=O)C1CCN(C(=O)c2ccc(CNS(=O)(=O)c3ccc(C)cc3)cc2)CC1
#12 O=C(Nc1ccccc1)c1ccc2nsnc2c1
#13 CCOC(=O)c1cnn(-c2ncnc3c2cnn3Cc2ccccc2)c1N
#14 CCOC(=O)c1c(NC(=O)CCCC(=O)O)sc2c1CCC2
#15 CC(C)c1ccc(NC(=O)COc2nncc3ccccc23)cc1
#16 CCc1cccc(NC(=O)CCSCCC(=O)Nc2cccc(CC)c2)c1
#17 COc1ccc(C2CC(=O)c3cnn(-c4nc(C)cc(C)n4)c3C2)cc1 (stereo not given)
#18 Nc1nc(-c2c(Cl)cccc2Cl)no1
#19 Cc1cc2nc(C)c(Cc3ccccc3)c(=O)n2[nH]1
#20 COc1ccc(C(=O)N2CCCC(c3nc(-c4ccc(OC)c(OC)c4)no3)C2)c(OC)c1 (stereo not given)
Compound | 11 | 12 | 13 | 14 | 15 | 16 | 17 | 18 | 19 | 20
MEKK2wt PB1 HTS | 91 | 102 | 97 | 99 | 97 | 92 | 89 | 98 | nt | 97
p-CIP stab down | -7 | -13 | nt | -2 | 2 | -14 | 6 | 0 | -3 | -3
PfM18AAP inh | -11 | 6 | -4 | 7 | -5 | -9 | -3 | 2 | 6 | -9
MEKK3 PB1 HTS | 93 | 102 | 101 | 112 | 103 | 85 | 100 | 100 | nt | 94
NALP1 yeast inh | -8 | 11 | nt | 1 | 20 | 19 | -4 | 9 | 5 | 2
IDE cell inh | 4 | -1 | 0 | -4 | 4 | -4 | 5 | 2 | -1 | -2
UBC9 SUMO inh | -5 | 31 | nt | 8 | -3 | -13 | 4 | -2 | 12 | -10
IDE act | 1 | 2 | nt | 6 | 3 | 1 | 6 | 1 | 1 | 0
MEKK2 mut-MEK5 | -7 | -2 | -4 | 3 | 18 | -3 | -7 | 1 | nt | -5

3 compounds from above, arranged by the value under MEKK3 PB1 HTS, falling:
#15 CC(C)c1ccc(NC(=O)COc2nncc3ccccc23)cc1
#18 Nc1nc(-c2c(Cl)cccc2Cl)no1
#11 CCOC(=O)C1CCN(C(=O)c2ccc(CNS(=O)(=O)c3ccc(C)cc3)cc2)CC1
Compound | 15 | 18 | 11
MEKK2wt PB1 HTS | 97 | 98 | 91
p-CIP stab down | 2 | 0 | -7
PfM18AAP inh | -5 | 2 | -11
MEKK3 PB1 HTS | 103 | 100 | 93
NALP1 yeast inh | 20 | 9 | -8
IDE cell inh | 4 | 2 | 4
UBC9 SUMO inh | -3 | -2 | -5
IDE act | 3 | 1 | 1
MEKK2 mut-MEK5 | 18 | 1 | -7

A draw from above in order of molar mass, lowest first:
#10 Cc1ncc(C(=O)O)c(C(=O)O)c1N
#14 CCOC(=O)c1c(NC(=O)CCCC(=O)O)sc2c1CCC2
#6 COc1ccc(N2CC(O)(c3ccc(C)cc3)[N+]3=C2CCCC3)cc1 (stereo not given)
#17 COc1ccc(C2CC(=O)c3cnn(-c4nc(C)cc(C)n4)c3C2)cc1 (stereo not given)
#20 COc1ccc(C(=O)N2CCCC(c3nc(-c4ccc(OC)c(OC)c4)no3)C2)c(OC)c1 (stereo not given)
Compound | 10 | 14 | 6 | 17 | 20
MEKK2wt PB1 HTS | 91 | 99 | 104 | 89 | 97
p-CIP stab down | -1 | -2 | -8 | 6 | -3
PfM18AAP inh | 10 | 7 | -1 | -3 | -9
MEKK3 PB1 HTS | 88 | 112 | 102 | 100 | 94
NALP1 yeast inh | 24 | 1 | -6 | -4 | 2
IDE cell inh | -2 | -4 | -2 | 5 | -2
UBC9 SUMO inh | 13 | 8 | 9 | 4 | -10
IDE act | 2 | 6 | 0 | 6 | 0
MEKK2 mut-MEK5 | -17 | 3 | 3 | -7 | -5

(more compounds)
#21 COc1cc(OC)cc(C(=O)NCC2CCCO2)c1 (stereo not given)
#22 O=C(CCCOc1ccc(Cl)cc1Cl)N/N=C/c1ccc(Cl)cc1
#23 COC(=O)CC1C(=O)NCCN1C(=O)Nc1ccccc1 (stereo not given)
#24 C=C(C)Cn1c(CN(C)Cc2ccccc2)nc2c1c(=O)n(C)c(=O)n2C
#25 COc1ccc(C(=O)NCCNC(=O)c2ccccn2)cc1
#26 Cc1ccc2nc(C)cc(Nc3ccc4c(c3)OCCO4)c2c1
#27 C=C(C)CN=C1NN=C(c2cc(C)n(-c3ccc(C)cc3)c2C)CS1
#28 COc1ccc(/C=C2/C(=O)N=C(N)N2C)cc1OC
Compound | 21 | 22 | 23 | 24 | 25 | 26 | 27 | 28
MEKK2wt PB1 HTS | 94 | 100 | 98 | 103 | 98 | 109 | 106 | 103
p-CIP stab down | -7 | -21 | -8 | -10 | -5 | -11 | -9 | -21
PfM18AAP inh | 1 | 1 | 5 | 0 | -10 | 7 | 7 | 0
MEKK3 PB1 HTS | 100 | 99 | 101 | 102 | 98 | 93 | 109 | 100
NALP1 yeast inh | -2 | 20 | 25 | 4 | 13 | 33* | 22 | 7
IDE cell inh | 5 | 1 | -1 | 0 | 0 | 1 | -5 | 7
UBC9 SUMO inh | 20 | -32 | 10 | -4 | 15 | -8 | 12 | -1
IDE act | 5 | 2 | 1 | 6 | 0 | 3 | 3 | 5
MEKK2 mut-MEK5 | 0 | -5 | 2 | 4 | -2 | 1 | 5 | 5

Record cards (already shown). Order of screens: MEKK2wt PB1 HTS	p-CIP stab down	PfM18AAP inh	MEKK3 PB1 HTS	NALP1 yeast inh	IDE cell inh	UBC9 SUMO inh	IDE act	MEKK2 mut-MEK5
Listed for COC(=O)CC1C(=O)NCCN1C(=O)Nc1ccccc1 (stereo not given) : 98	-8	5	101	25	-1	10	1	2
Listed for COc1cc(OC)cc(C(=O)NCC2CCCO2)c1 (stereo not given) : 94	-7	1	100	-2	5	20	5	0
Listed for C=C(C)Cn1c(CN(C)Cc2ccccc2)nc2c1c(=O)n(C)c(=O)n2C : 103	-10	0	102	4	0	-4	6	4
